# ALOX12 inh: blocks human arachidonate 12S-lipoxygenase; P18054; purified 12hLO, xylenol orange hydroperoxide absorbance; Potency, µM (series often up to 108 µM), without a hit: at the top dose activity change, negative = inhibition, hits mostly inhibitors; 1.1% of 580,000 active; further: potency means the concentration at half of the fitted maximal effect
# Target sequence (P18054 whole entry, looked up): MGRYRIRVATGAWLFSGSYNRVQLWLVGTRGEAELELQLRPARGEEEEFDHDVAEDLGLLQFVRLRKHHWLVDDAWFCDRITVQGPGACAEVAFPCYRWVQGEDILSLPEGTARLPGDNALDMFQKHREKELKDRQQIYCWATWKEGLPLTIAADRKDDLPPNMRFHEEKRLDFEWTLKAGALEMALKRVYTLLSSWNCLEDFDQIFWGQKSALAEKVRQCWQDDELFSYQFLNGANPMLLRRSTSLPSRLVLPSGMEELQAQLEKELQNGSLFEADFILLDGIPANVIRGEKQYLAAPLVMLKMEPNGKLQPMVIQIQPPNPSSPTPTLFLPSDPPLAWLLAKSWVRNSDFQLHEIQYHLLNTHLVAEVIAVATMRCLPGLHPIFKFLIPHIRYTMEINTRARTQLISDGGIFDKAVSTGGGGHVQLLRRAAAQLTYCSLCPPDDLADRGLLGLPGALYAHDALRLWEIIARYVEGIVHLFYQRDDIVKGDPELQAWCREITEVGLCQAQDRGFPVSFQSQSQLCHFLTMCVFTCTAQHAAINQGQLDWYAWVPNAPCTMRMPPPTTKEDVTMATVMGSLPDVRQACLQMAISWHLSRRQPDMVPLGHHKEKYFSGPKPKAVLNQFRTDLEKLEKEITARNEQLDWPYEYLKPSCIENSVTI
#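 Purified human 12hLO at 150 nM in 25 mM Hepes, 0.01% Triton X-100, pH 7.0, preincubated 15 min at room temperature with compound. Reaction started with 40 uM arachidonic acid, 30 min at room temperature. Hydroperoxide measured by Fe-xylenol orange, 573/405 nm absorbance ratio.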
# PI4K2A inh: blocks human PI4K2A kinase activity; Q9BTU6; activity change, negative = inhibition, % at 76.9 µM; AID 1346378; 0.13% of 420,000 active; purified PI4K2A, ADP-Glo luminescence, 1 h; hits give low values; in the data active means activity change below about -50%; inconclusive means mostly about -30% to -49%;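 further: -100% = wells without enzyme as full effect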
#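 PI4K2A activity was measured by ADP-Glo luminescence: enzyme (4 ug/mL stock) and phosphatidylinositol (1.2 mM stock) in Tris pH 7.5/MgCl2/EGTA/Triton X-100 buffer were reacted with ATP (300 microM stock) for one hour at ambient temperature.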
# GLS inhibitor: blocks human kidney-isoform glutaminase activity; O94925; GLS enzymatic activity, qHTS titration; Potency, µM (doses to about 45.5 µM), for the others: at the highest dose activity change, negative = inhibition, most hits filed as inhibitors; 0.21% of 410,000 active; further: potency means the concentration at half of the fitted maximal effect
#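 Compounds were pin-transferred onto hKGA, after which L-glutamine (1 mM solution) and a detection mix of glutamate oxidase, HRP and Amplex Red were added. Initial and 30 min RT fluorescence reads were collected.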
# Active calls of the source: *; ? = inconclusive; & = joins results of further samples; [ ] = remark or other dose. Unless noted, the call rests on the fitted dose curve; in most records, active means well fitted inhibition curve with a large enough effect; inconclusive means small, poorly fitted or top-dose-only effect, or another doubt; inactive means no such curve, though single readings can be large or run the other way. Unless noted, on the % scale 0 is the no-effect control and ±100 the full control effect.
smiles,ALOX12 inh,PI4K2A inh,GLS inhibitor
CCCCCCN1C[C@H](O)[C@@H](n2cc(-c3ccc(F)cc3)nn2)C[C@@H]1c1ccccc1,35%,-3,1%
CCCS(=O)(=O)NC(=O)C1(C)CCCN(C(=O)c2ccc(C#N)cc2)C1 (centres undefined),-22%,2,3%
CC(c1ccccc1)n1ccnc1CO (centres undefined),-4%,-2,-1%
Cc1ccc(S(=O)(=O)Nc2ccc3c(c2)C(=O)N([C@@H](C)CO)C[C@@H](C)[C@@H](CN(C)C(=O)NC(C)C)OCCCC[C@H](C)O3)cc1,-17%,0,2%
COc1ccc(Cl)cc1Cn1c(C)c(C(=O)NCc2cccc(C(F)(F)F)c2)sc1=O,-5%,2,-24%
Cc1c(C(=O)N(C)Cc2ccc(F)cc2)sc(=O)n1Cc1ccccc1C#N,-13%,-6,-15%
COc1cccc(NC(=O)C2(C)CCN2Cc2ccc(OC)c3ccccc23)c1 (centres undefined),21%,2,-5%
CCCNC(=O)C1(C)CCN(Cc2cc(C)n(C)n2)C1 (centres undefined),0%,1,2%
COc1cc(/C=N/N2CCN(Cc3ccccc3)CC2)cc(OC)c1OC,21%,-5,1%
CC(=O)Nc1cccc(-c2cc3c(c4c2ccn4C)C2CCC3O2)c1 (centres undefined),?,1,-9%
CCOC(=O)N1CCN(S(=O)(=O)N2CCCC(C(=O)NCc3ccccc3OCC)C2)CC1 (centres undefined),36%&7%[activator],0,-1%
CC(C)CC1C(=O)N(Cc2cn(Cc3ccco3)nn2)CCS(=O)(=O)N1Cc1ccc(-c2ccc(Cl)cc2)cc1 (centres undefined),?,0,-5%
CC(=O)N1C[C@H]2CON(C)[C@H]2C[C@H]1c1ccc(-c2cccnc2)cc1,-15%,-1,-1%
CN1CCN(c2ccc(CNC(=O)c3ccc(-c4ccnn4C)c4ccoc34)cc2)CC1,-22%,0,22%
O=C1NCCN1CCN1CCC(c2cn(-c3ccc(F)cc3)c3ccc(Cl)cc23)CC1,1%[22.9 µM],-1&0,13%&14%
CC1(C)CCCC2(C)C(OCCO)=CC(=O)C=C12 (centres undefined),-15%,-2,4%
CCc1nc2c(OCCOc3ccc(F)cc3)cccn2c1N(C)C(=O)c1ccc(OC)cc1,-6%,1,4%
COC(=O)[C@H](CC(C)C)NC(=O)/C=C/[C@H]1O[C@@H](n2ccc(=O)[nH]c2=O)[C@H](O)[C@@H]1O,2%,-5,-2%
CC1=C(C(=O)N2CCOCC2)CC(CC(=O)NC2CC2)C(=O)N1Cc1ccc(F)cc1 (centres undefined),-74%,-3,0%
CC(C)CNc1ncnc2c1ncn2[C@H]1CN(CCN2CCOCC2)C[C@@H](CO)O1,-9%,0,-5%
COC(=O)c1c(N)[nH]c(C(=O)c2ccccc2)c1-c1ccccc1Br,2%,2,16%
OC(CSc1nnnn1-c1ccccc1)Cn1c2ccccc2c2ccccc21 (centres undefined),-46%,-4,-15%
CN(C)CCNC(=O)C1Cc2c(-c3ccccc3Oc3ccccc3)ccnc2O1 (centres undefined),-11%,2,0%
COc1ccc(C(C)(O)c2nc(-c3ccc(N(C)C)cc3)cs2)cc1 (centres undefined),?,3,-3%
CCn1c(SCC(=O)N(C)c2c(N)n(Cc3ccccc3)c(=O)[nH]c2=O)nnc1-c1cccs1,-4%,-8,0%
C(=NOCc1ccccc1)c1ccccn1,-24%,2,5%
C[C@@H](O)C#Cc1ccc2c(c1)O[C@H](CN(C)C(=O)Nc1ccccc1)[C@@H](C)CN([C@@H](C)CO)S2(=O)=O,-7%,-2,2%
Brc1ccc2nc(C3CCCCC3)c(CC3CCCCC3)n2c1,?,-1,?
O=[N+]([O-])c1ccc(NN=C2CC3CCC2C3)c([N+](=O)[O-])c1 (centres undefined),?,-5,2%
CC1(C)OC(=O)C2=C(C[C@@H](CCc3ccccc3)O[C@@H]2c2ccc(Cl)cc2)O1,?,2,1%
CCCCN(C=O)c1c(CC)nc2ccc(C(=O)N(C)Cc3ccco3)cn12,-2%,5,-9%
COc1ccc(N)cc1NC(=O)CN1CCOCC1,0%,-2,6%
Cc1ccc(S(=O)(=O)NCc2ccccc2)cc1C(=O)NCc1ccncc1,-1%,-3,-2%
CC(=O)Nc1cccc(-c2ccnc3c2CC(C)(C(=O)NC(C)C)O3)c1 (centres undefined),-35%,2,2%
CSc1ccc(CNC(=O)C2(C)CCN2C(C)C)cc1 (centres undefined),3%,7,2%
CN(C)CCCNC(=O)OC1CC2CC1[C@H]1CCCCN1C2=O (some centres undefined),0%,0,5%
O=C(Cn1cc(F)c(=O)[nH]c1=O)c1ccco1,-8%,5,-11%
Nc1ncnc2c1ncn2[C@@H]1O[C@H](C(=O)N2CCCN(Cc3ccccc3F)CC2)[C@@H](O)[C@H]1O,-1%,-5,0%
O=C(O)c1ccccc1NC(=O)C1CCN(S(=O)(=O)c2ccc3c(c2)OCCO3)CC1,-13%,0,1%
COCCCN1C(=O)C(CC(=O)NC2CCCCC2)CC(C(=O)N2CCOCC2)=C1C (centres undefined),-10%,0,-5%
Cc1nccn1CC(=O)c1ccccc1,-1%,-5,14%
Cc1ccc(NC(=O)C2(C)CCN2Cc2csc3ccccc23)cc1 (centres undefined),-11%,1,4%
C[C@@H]1CCCCO[C@@H](CN(C)C(=O)CCCN(C)C)[C@@H](C)CN([C@H](C)CO)C(=O)c2cc(N(C)C)ccc2O1,-20%,4,63%[activator]
CC(=O)N1CCc2nc3ccccc3cc21,5%,-4,-3%
O=C(C1CCCCC1)N1C[C@H](n2cc(C3CC3)nn2)[C@@H](O)C[C@@H]1c1ccccc1,6%,0,-4%

# 3 entries from above, with the structure last:
ALOX12 inh	PI4K2A inh	GLS inhibitor	molecule
-2%	5	-9%	CCCCN(C=O)c1c(CC)nc2ccc(C(=O)N(C)Cc3ccco3)cn12
-35%	2	2%	CC(=O)Nc1cccc(-c2ccnc3c2CC(C)(C(=O)NC(C)C)O3)c1 (centres undefined)
-1%	-5	14%	Cc1nccn1CC(=O)c1ccccc1

# The listing continues:
smiles,ALOX12 inh,PI4K2A inh,GLS inhibitor
O=C(N/N=C/c1ccc(Cl)cc1)c1ccc2nc[nH]c2c1,5%,1,-1%
Cc1ccc([C@H]2C[C@@H](O)[C@H](n3cc(COC(=O)c4ccccc4)nn3)CN2C(=O)C2CCCCC2)cc1,-76%,-12,0%
COC(=O)[C@@]1(Cc2ccc(F)cc2)[C@H]2c3cc(C(=O)N4CCCC4)n(CCc4ccc(OC)c(Br)c4)c3C[C@H]2CN1C(=O)c1ccccc1,-13%,-1,0%
CC1(c2nc3ccccc3[nH]2)CCC(=O)N1Cc1ccc(F)cc1 (centres undefined),?,0,11%
CC(C)(C)c1ccc(CC(=O)N2CCC2(C)C(=O)NCc2cccc3ccccc23)cc1 (centres undefined),-23%,-1,0%
C[C@H](CO)N1C[C@H](C)[C@@H](CN(C)S(=O)(=O)c2ccc3ccccc3c2)OCc2cn(nn2)CCCC1=O,-3%,1,-2%
COc1cccc(-c2cnc3c(c2)C(=O)N([C@H](C)CO)C[C@@H](C)[C@H](CN(C)C(=O)Nc2ccccc2F)O3)c1,-22%,-1,-7%
CC(=O)c1c(C)[nH]c(C(=O)OCC(=O)NC(C)c2ccccc2)c1C (centres undefined),?,0,-1%
COCCNc1nc(Nc2ccccc2Cl)c2sccc2n1,1%,0,5%
COc1ccc(C=C(C(C)=O)C(=O)c2ccccc2)cc1,9%,3,-13%
O=C(NCc1ccncc1)[C@@H]1CCCN1C(=O)[C@@H]1CCCN1C(=O)c1ccccc1,-13%,-3,-5%
O=C(O)CCCN1C(=O)C2C3CCC(C3)C2C1=O (centres undefined),12%,-4,0%
CCOC(=O)C1=C(Nc2ccc(OC)cc2)C(N)=NC1=N,1%,-2,0%
C[C@H](CO)N1C[C@H](C)[C@H](CN(C)C(=O)c2ccccc2)OCc2cnnn2CCCC1=O,91%[activator],6,-5%
CC1(C(=O)NCc2ccc(Cl)cc2)CCN1C(=O)Cc1ccc(Cl)cc1Cl (centres undefined),?,2,-3%

# Single records (already shown).
# `CC1(C(=O)NCc2ccc(Cl)cc2)CCN1C(=O)Cc1ccc(Cl)cc1Cl` (centres undefined) is entered as ALOX12 inh: ?; PI4K2A inh: 2; GLS inhibitor: -3%
# `COc1ccc(C=C(C(C)=O)C(=O)c2ccccc2)cc1` is entered as ALOX12 inh: 9%; PI4K2A inh: 3; GLS inhibitor: -13%

# (next part)
smiles,ALOX12 inh,PI4K2A inh,GLS inhibitor
Cc1ccc(C)c(CC(=O)N2CCCC(c3cc(C(=O)Nc4ccccc4Cl)no3)C2)c1 (centres undefined),-4%,0,-20%
c1ccc(COc2ccc(-c3cc4nc(NCCCn5ccnc5)ccn4n3)cc2)cc1,-19%,4,-1%
CC1(C(=O)NS(=O)(=O)c2cccc(F)c2)CCN1C(=O)c1ccco1 (centres undefined),-28%,1,-13%
NC1=NC2OC(CO)C(O)C2O1 (centres undefined),14%,0,-1%
COc1cccc(CNc2nc3cc(-c4cccc(C(F)(F)F)c4)sc3c(=O)n2C)c1OC,?,0,-2%
CC(=O)c1ccc(OCc2cn(CC(=O)c3ccc(O)cc3)nn2)c(C)c1,?,-19,-1%
CC(C)C1C(=O)N(Cc2cn(CCC3OCCO3)nn2)CCS(=O)(=O)N1Cc1ccc(-c2ccncc2)cc1 (centres undefined),?,6,-2%
Fc1ccc(-c2nc3ccc(Br)cn3c2Cc2ccccc2)cc1,?,0,3%
CS(=O)(=O)c1cc(N2CCOCC2)ccc1CNC[C@H]1O[C@@H](n2cnc3c(=O)[nH]c(N)nc32)[C@H](O)[C@@H]1O,0%,-1,1%
CCNC(=S)Nc1ccc2c(c1)c(=O)n(C)n2-c1cc(C)cc(C)c1,?,1,23%
CC(C)C1C(=O)N(Cc2cn(Cc3ccco3)nn2)CCS(=O)(=O)N1Cc1ccc(-c2ccc(F)nc2)cc1 (centres undefined),?,-1,1%
O=C1c2ccccc2S(=O)N1c1cccc(F)c1 (centres undefined),-75%,3,3%
Cc1nc(-c2ccc(OCC(C)C)c(C#N)c2)sc1C(=O)O,?,3,-6%
COc1ccc(CCN2C(=O)COc3ccccc3C2C(=O)NCc2ccccc2)cc1OC (centres undefined),-28%,-4,-1%
CC1(C(=O)NCc2ccco2)Cc2c(-c3cccc(C(F)(F)F)c3)ccnc2O1 (centres undefined),-21%,-4,-2%
CCOC(=O)C1CCN(C(=O)c2ccc3c(=O)n4nc(Nc5ccccc5CC)sc4nc3c2)CC1,19%,1,-4%
COc1ccc(/C=C(/NC(=O)c2ccc(Br)cc2)C(=O)Nc2cccc(C(=O)O)c2)cc1,-15%,-3,11%
OC[C@@H]1CN(Cc2ccc(F)cc2)C[C@H](n2cnc3c(NCc4ccncc4)ncnc32)O1,5%,-2,-4%
CC(C)C[C@@H](CN1CCC[C@H]1CN1C(=O)C(=O)NC[C@@H]1Cc1ccc(O)cc1)N1C[C@H](Cc2ccccc2)N(CC2CCCCC2)C(=O)C1=O,-18%,-4,18%
Cc1ccc(S(=O)(=O)N2C[C@@H](C)[C@]3(C2)[C@H](O)[C@H](OC(=O)Nc2c(C)noc2C)C[C@H]2C(=O)N(c4ccccc4)C(=O)[C@H]23)cc1,?,7,-9%
COc1ccc(C)cc1NC(=O)COC(=O)Cc1c[nH]c2ccccc12,-15%,4,8%
O=C1CN(CN2CCCCC2)C(=O)CN1CN1CCCCC1,-25%,-1,-15%
CCC(C(N)=O)N1C(=O)C2C3CCC(C3)C2C1=O (centres undefined),-7%,0,1%
Nc1cc(S(=O)(=O)c2ccc(N3CCCCC3)c(N)c2)ccc1N1CCCCC1,-2%,0,23%
COc1cccc(-c2cnc3c(NC=O)cc(-c4ccncc4)cn23)c1,2%,-3,1%
COCC(=O)Nc1ccc2c(c1)[C@@H]1C[C@H](CC(=O)NCc3cccc(F)c3)O[C@@H](CO)[C@@H]1O2,-14%,2,-2%
C[C@@H]1CCCCO[C@@H](CN(C)C(=O)Cc2ccccc2)[C@@H](C)CN([C@H](C)CO)C(=O)c2cc(N(C)C)ccc2O1,-30%,-5,0%
Cc1ccc(C(=O)Nc2nnc([C@H]3C[C@H](O)[C@@H](CO)O3)s2)cc1,-1%,-2,8%
C=CCCC(=O)N1C[C@H]2CON(C)[C@H]2C[C@H]1c1cccc(Oc2ccccc2)c1,?,3,-5%

# Screening results as filed in PubChem BioAssay.

# These rows are one share of the data (hit frequency here may not be typical).
